RECQ1 helicase: blocks DNA unwinding by human RECQ1; P46063; RECQ1 DNA unwinding, red fluorescence kinetic read; Potency, µM (highest dose often 57.3 µM), for the others: at the highest dose activity, negative = inhibition, actives largely listed as inhibitors; hit rate 0.54% among 240,000; AID 2549;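 note: plate controls were vehicle for no effect and no enzyme for full effect; nearly all actives have a fitted effect of over 30% in size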
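50 nM RECQ1T1 preincubated 15 min with compound in Tris pH 8.0 buffer with MgCl2, DTT, Tween-20 and 2.5 ug/ml poly(dI-dC); started with 200 nM TAMRA/BHQ-2 forked duplex and 2 mM ATP. Unwinding read as fluorescence (525/598 nm), two reads 2 h apart.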
GoLoco inh red: RGS12 GoLoco-Gai1 interaction inhibition; hit rate 0.44% among 230,000; Gai1:RGS12 GoLoco peptide FP, rhodamine, 10 min; P63096; Potency, µM (titrated, usually from 61.6 µM), without a hit: at the highest dose activity, negative = inhibition, actives largely listed as inhibitors; active = well fitted inhibition curve with a large enough effect, not every such curve was filed as active; inactive = no such curve, though single readings can be large or run the other way; note: % is set by controls: 0 for no effect and ±100 for the full control effect; nearly all actives have a fitted effect of over 30% in size; many of its hits are not listed in these tables
Target sequence (P63096 whole entry, looked up): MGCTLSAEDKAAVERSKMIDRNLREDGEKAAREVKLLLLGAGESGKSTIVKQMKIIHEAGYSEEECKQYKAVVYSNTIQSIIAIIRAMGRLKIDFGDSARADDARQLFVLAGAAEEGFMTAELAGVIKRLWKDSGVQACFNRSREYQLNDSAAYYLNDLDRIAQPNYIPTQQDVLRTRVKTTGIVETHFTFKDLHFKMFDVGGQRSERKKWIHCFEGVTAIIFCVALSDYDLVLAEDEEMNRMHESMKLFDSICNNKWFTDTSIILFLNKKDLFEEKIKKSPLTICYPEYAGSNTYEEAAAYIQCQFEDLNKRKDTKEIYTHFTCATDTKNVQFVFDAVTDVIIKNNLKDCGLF
Epigenetic derep: regulators of epigenetic silencing causing reporter derepression in mouse cells; murine LDR cells, GFP reporter derepression, 30 h; Potency, µM (series often up to 53.9 µM), inactives show at the highest dose GFP activation, hits mostly activators; hit rate 0.2% among 280,000; AID 1865; note: % of control where 0% means no effect; nearly all actives have a fitted effect of over 60% in size
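In this reporter-derepression format, murine cells bearing a silenced integrated CMV-GFP locus incubate with test compound (30 h, 37 C), then are washed and imaged; fluorescent objects of 20–120 um count as induced cells.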
IMPase Li inh: IMPase inhibition in cells with lithium potentiation; CHO-M1 cells, IP1 TR-FRET (IP-One), carbachol + lithium; Potency, µM (highest dose often 59.4 µM), without a hit: top-dose activity, negative = IMPase inhibition, usual class: inhibitors; hit rate 0.35% among 210,000;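 note: IP1 builds up when IMPase is blocked and the TR-FRET signal falls; plate controls were basal vehicle for no effect and high inhibitor control for full effect; nearly all actives have a fitted effect of over 50% in size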
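Lithium-sensitised IP1 accumulation assay; M1-expressing CHO cells treated 30 min at 37C with compound. Competitive antibody detection by time-resolved FRET followed a 10 min room-temperature lysis step.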
Luc counter: Kinase-Glo luciferase inhibition (counter-screen). Kinase-Glo luciferase, ATP luminescence, 8 min. Potency, µM (titrated, usually from 38.3 µM), without a hit: at the top dose activity change, negative = inhibition, actives largely listed as inhibitors. hit rate 0.28% among 200,000; note: % is set by controls: 0 for no effect and ±100 for the full control effect; nearly all actives have a fitted effect of over 60% in size
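Inhibition of Kinase-Glo luciferase light generation was assessed at 10 uM ATP in pH 7.2 imidazole buffer, with luminescence measured after eight minutes at ambient temperature.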
JMJD2E inh: inhibitors of human JMJD2E histone demethylase; B2RXH2; JMJD2E catalytic domain, FDH-coupled NADH fluorescence (FDH is formaldehyde dehydrogenase); Potency, µM (highest dose often 57.1 µM), inactives show at the highest dose activity change, negative = inhibition, usual class: inhibitors; hit rate 1.6% among 230,000; AID 2147; active = well fitted inhibition curve with a large enough effect, not every such curve was filed as active; inconclusive = small, poorly fitted or top-dose-only effect, or another doubt; inactive = no such curve, though single readings can be large or run the other way;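 note: 0% = wells with enzyme and -100% = buffer wells without enzyme; nearly all actives have a fitted effect of over 50% in size; many of its hits are not listed in these tables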
Target sequence (B2RXH2 1-337 limits assumed): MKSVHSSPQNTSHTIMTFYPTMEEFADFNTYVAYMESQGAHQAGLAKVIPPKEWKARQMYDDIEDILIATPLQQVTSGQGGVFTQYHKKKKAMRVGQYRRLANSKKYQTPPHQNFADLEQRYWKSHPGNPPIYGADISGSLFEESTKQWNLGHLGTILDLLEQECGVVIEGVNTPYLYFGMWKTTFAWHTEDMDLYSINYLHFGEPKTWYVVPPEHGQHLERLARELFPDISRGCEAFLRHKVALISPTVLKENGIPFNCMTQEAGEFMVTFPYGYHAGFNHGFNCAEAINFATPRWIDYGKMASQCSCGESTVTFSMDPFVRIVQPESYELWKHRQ
SMN2 splice enh: increases expression of the SMN2 splice variant; HEK293 SMN2-luciferase splicing reporter, luminescence, 30-36 h; Potency, µM (series often up to 46.1 µM), without a hit: at the highest dose activity change, positive = activation, usual class: activators; hit rate 2.8% among 210,000; AID 1458; note: % of control where 0% means no effect; nearly all actives have a fitted effect of over 55% in size
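HEK293 cells carry an SMN2 minigene-luciferase reporter in which exon 7 inclusion puts luciferase in frame. Cells were seeded at 2000 cells/well, attached for 10-12 hours, then exposed to compounds for 30-36 hours at 37C before ONE-Glo luminescence.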
NPSR antag: blocks cAMP signaling of the human neuropeptide S receptor. Potency, µM (series often up to 38.3 µM), without a hit: at the highest dose activity change, negative = inhibition, usual class: inhibitors. Q6W5P4. hit rate 1% among 220,000. CHO-NPSR cells, cAMP TR-FRET, antagonist mode; note: % is set by controls: 0 for no effect and ±100 for the full control effect; nearly all actives have a fitted effect of over 50% in size; many of its hits are not listed in these tables
Active calls of the source: *; i = inactive; ? = inconclusive; . = no result given; [ ] = another dose, or the depositor's remark. Unless noted, calls come from the whole dose curve; as a rule, active = well fitted curve in the direction sought with a large enough effect; inconclusive = small, poorly fitted or top-dose-only effect, or another doubt; inactive = no such curve, though single readings can be large; an effect the other way counts as inactive or inconclusive. Potency is the fitted concentration of half-maximal effect. Some of the compounds tested; rates above refer to the full screens.

1	COc1cccc(Cn2cnc3c(NS(=O)(=O)c4cccc(Cl)c4Cl)c(C)c(C)cc32)c1
2	CC(=O)c1cn(CC(=O)NCC2CCCO2)c2ccccc12 (stereo unspecified)
3	CCOc1ccc(C(=O)N2CCN(c3cccc(Cl)c3)CC2)cc1
4	COc1cc(/C=N/NC(=S)N/N=C/c2cc(OC)c(OC)c(OC)c2)cc(OC)c1OC
5	O=C(CN1CCN(Cc2ccccc2)C1=O)NCc1cccs1
6	CCC(=O)NCCc1nc2ccccc2n1CC
7	CCn1c(=NC(=O)c2ccc(S(=O)(=O)N3CCOCC3)cc2)sc2cccc(OC)c21
8	c1ccc(-c2noc(CN3CCN(c4cnccn4)CC3)n2)cc1

entry no.	1	2	3	4	5	6	7	8
RECQ1 helicase	-7%	-2%	i	0%	-4%	-3%	i	-7%
GoLoco inh red	9%	-3%	4%	0%	-9%	9%	4%	8%
Epigenetic derep	-0.6%	-1.1%	-3.5%	0.0%	0.7%	0.0%	2.0%	0.0%
IMPase Li inh	10%[38.3 µM]	6%[38.3 µM]	-7%	-8%	-11%[38.3 µM]	29%[38.3 µM]	10%[38.3 µM]	4%
Luc counter	2%	6%	0%	-7%	18%	5%	4%	.
JMJD2E inh	-5%	1%	-2%	3%	5%	2%	?	11%
SMN2 splice enh	-41%[inhibitor]	-27%	7%	4.5µM*	-9%	11%	-45%[inhibitor]	.
NPSR antag	-23%[46.1 µM]	-8%[46.1 µM]	-7%	13%	-9%[46.1 µM]	-10%[46.1 µM]	-13%[46.1 µM]	9%

9	COC(=O)c1ccc(CSc2nncn2N)cc1
10	COc1ccc2c(CC(=O)NCc3cccs3)coc2c1
11	Cc1cc(NC(=O)CSc2nncn2-c2ccccc2)no1
12	O=C1N=C(c2ccccc2)S/C1=C\c1cccs1
13	N#Cc1cccc(-n2nnnc2-c2ccc3c(c2)OCO3)c1
14	NC(=O)CSc1nc2ccccc2n1Cc1ccccc1
15	Brc1ccc2[nH]ncc2c1
16	Cc1cccc(-c2nsc(SCC(=O)c3ccc(Cl)cc3)n2)c1

entry no.	9	10	11	12	13	14	15	16
RECQ1 helicase	i	-10%	-3%	i	i	-1%	-2%	-13%
GoLoco inh red	4%	9%	-1%	9%	-1%	3%	-8%	-7%
Epigenetic derep	1.8%	8.5%	1.2%	-2.8%	2.4%	-1.9%	0.0%	-1.1%
IMPase Li inh	2%	2%	-9%	7%[38.3 µM]	0%[38.3 µM]	-5%	-26%	12%
Luc counter	0%	0%	11%	-12%	-3%	0%	5%	1%
JMJD2E inh	-3%	?	-2%	0%	0%	4%	10%	-6%
SMN2 splice enh	11%	22%	6%	3%	0%	-7%	-13%	-1%
NPSR antag	13%	-9%	13%	-8%[46.1 µM]	-10%[46.1 µM]	6%	21%[46.1 µM]	-2%

6 entries from above, with tabs.
#	compound	RECQ1 helicase	GoLoco inh red	Epigenetic derep	IMPase Li inh	Luc counter	JMJD2E inh	SMN2 splice enh	NPSR antag
14	NC(=O)CSc1nc2ccccc2n1Cc1ccccc1	-1%	3%	-1.9%	-5%	0%	4%	-7%	6%
10	COc1ccc2c(CC(=O)NCc3cccs3)coc2c1	-10%	9%	8.5%	2%	0%	?	22%	-9%
16	Cc1cccc(-c2nsc(SCC(=O)c3ccc(Cl)cc3)n2)c1	-13%	-7%	-1.1%	12%	1%	-6%	-1%	-2%
13	N#Cc1cccc(-n2nnnc2-c2ccc3c(c2)OCO3)c1	i	-1%	2.4%	0%[38.3 µM]	-3%	0%	0%	-10%[46.1 µM]
9	COC(=O)c1ccc(CSc2nncn2N)cc1	i	4%	1.8%	2%	0%	-3%	11%	13%
15	Brc1ccc2[nH]ncc2c1	-2%	-8%	0.0%	-26%	5%	10%	-13%	21%[46.1 µM]

Following part.
17	Cc1ccc(O)c(C2=Nc3ccccc3N=C(c3ccc([N+](=O)[O-])cc3)C2)c1
18	CCOc1ccc(C(CCc2ccccc2)NC(=O)c2ccccc2OC)cc1OCC (stereo unspecified)
19	CCc1ccc(CN(C)CCc2ccccn2)cc1
20	C/C(CCc1ccc2c(c1)OCO2)=N\N=C(/N)SC1CC(=O)N(c2ccc(Cl)cc2)C1=O (stereo unspecified)
21	CC(Oc1ccccc1)C(=O)N=Nc1c(O)[nH]c2ccc([N+](=O)[O-])cc12 (stereo unspecified)
22	O=C(CNC(=O)c1ccc(Br)cc1)N/N=C/c1ccc[nH]1
23	COc1ccc(C(=O)NCCc2cn3ccccc3n2)cc1
24	Oc1c(Br)cc(/C=N/NC(=S)NCC2CCCO2)cc1Br (stereo unspecified)

entry no.	17	18	19	20	21	22	23	24
RECQ1 helicase	-5%	-15%	5%	5%	-1%	-4%	6%	i
GoLoco inh red	4%	-7%	-18%	13%	1%	-4%	-1%	4%
Epigenetic derep	-3.2%	3.2%	-0.8%	-2.0%	-0.1%	1.1%	-4.4%	1.9%
IMPase Li inh	1%	21%[38.3 µM]	36%[activator][38.3 µM]	6%[38.3 µM]	1%	-6%	.	.
Luc counter	1%	4%	0%	0%	1%	2%	.	.
JMJD2E inh	-2%	1%	?	-1%	-4%	-5%	?	?
SMN2 splice enh	-14%	-40%[inhibitor]	29%	-6%	-9%	22%	.	.
NPSR antag	-5%	?	-12%[46.1 µM]	?	-38%	16%	14%	44%

25	COc1ccc(C(CNC(=O)c2ccccc2C)N2CCCC2)cc1 (stereo unspecified)
26	N#CCCn1cc(C(=O)O)c(-c2cccs2)n1
27	COc1ccc(-c2c[n+]3c(n2-c2ccccc2)SCC3)cc1
28	CC(NC(=O)Cn1nnc(-c2ccncc2)n1)c1ccccc1 (stereo unspecified)
29	CCC(CC)c1nc2cc(OC)c(OC)cc2c(=O)o1
30	CCCCNC(=O)C1CCC(CNc2nc(=S)[nH]c3ccccc23)CC1 (stereo unspecified)
31	CCCOc1ccc(N2C(=O)CC(NCc3ccncc3)C2=O)cc1 (stereo unspecified)
32	COc1ccc(/C(N)=N/OC(=O)c2ccco2)cc1OC

entry no.	25	26	27	28	29	30	31	32
RECQ1 helicase	i	-3%	15%	0%	i	-15%	i	0%
GoLoco inh red	-4%	5%	5%	43%[activator]	-10%	7%	4%	0%
Epigenetic derep	-2.3%	-1.5%	1.1%	-1.2%	1.0%	-3.5%	1.4%	-0.8%
IMPase Li inh	50%[activator][38.3 µM]	-1%	.	13%	6%[38.3 µM]	1%	2%[38.3 µM]	-6%
Luc counter	-1%	3%	.	-8%	-5%	-4%	9%	-2%
JMJD2E inh	1%	0%	0%	7%	?	-1%	1%	7%
SMN2 splice enh	28%	2%	.	-26%	33%	.	-6%	11µM*
NPSR antag	5%[46.1 µM]	8%	9%	-7%[46.1 µM]	-4%[46.1 µM]	-6%	-13%[46.1 µM]	27%

33	COCCNc1nc(C)nc2c1nc(-c1ccccc1)n2CCN1CCCC1
34	CCOC(=O)Cn1c(=O)oc2cc(S(=O)(=O)NCc3cccs3)ccc21
35	CCNc1nc(CN2CCOCC2)nc2sc3c(c12)CCC3
36	CCOC(=O)c1c(-c2ccc(C)o2)csc1NC(=S)NC(=O)N(C)C
37	Cc1ccc(N=C(N)N=C(N)N)cc1
38	COC(=O)/C=C1\S/C(=N/NC(=O)c2ccccc2)NC1=O
39	O=C(O)c1ccc(/C=N/NC(=O)c2cc(-c3cccs3)nc3ccccc23)cc1
40	O=C(NCCCn1ccnc1)c1ccc(S(=O)(=O)N2CCOCC2)cc1

entry no.	33	34	35	36	37	38	39	40
RECQ1 helicase	-6%	-8%	i	-10%	i	i	-4%	i
GoLoco inh red	2%	3%	8%	-2%	3%	3%	3%	2%
Epigenetic derep	7.0%	-0.2%	1.4%	0.0%	-1.5%	-0.1%	0.0%	9.2%
IMPase Li inh	-4%	2%[38.3 µM]	10%[38.3 µM]	7%[38.3 µM]	.	45%[activator][38.3 µM]	-2%	-10%
Luc counter	-2%	-1%	-3%	0%	.	17%	0%	2%
JMJD2E inh	?	4%	?	-7%	1%	2%	?	-8%
SMN2 splice enh	-2%	-2%	15%	-4%	.	?	4%	4%
NPSR antag	.	-13%[46.1 µM]	-7%[46.1 µM]	-21%[46.1 µM]	16%	-3%[46.1 µM]	-3%	16%

41	COc1ccc(-c2nc(CN3CCCCC3c3nccn3C)c(C)o2)c(C)c1C (stereo unspecified)
42	Cn1ccnc1SCCNC(=O)CCc1nnc(CCCCc2ccccc2)o1
43	COc1ccc(C2/C=C\CN(C(=O)Nc3ccc(C(F)(F)F)cc3)CC(=O)N2Cc2ccc(F)cc2)cc1 (stereo unspecified)
44	COc1ccc(NC(=O)CSc2nccn2-c2ccccc2)cc1
45	N#CCOC(=O)/C=C/c1ccc2c(c1)OCO2
46	O=C1CC(/C=C/c2cccnc2)=Nc2ccccc2N1
47	Cc1cc(C)c(NC(=O)/C=C\C(=O)O)c(Cl)c1
48	Cc1cccc2cc(CN(C(=O)c3cccc([N+](=O)[O-])c3)C(C)C)c(=O)[nH]c12

entry no.	41	42	43	44	45	46	47	48
RECQ1 helicase	-5%	6%	?	-3%	i	1%	-7%	-10%
GoLoco inh red	16%	4%	3%	-4%	-5%	7%	-2%	16%
Epigenetic derep	2.1%	0.1%	6.5%	1.2%	-3.5%	2.4%	0.1%	2.9%
IMPase Li inh	19%	13%	.	7%[38.3 µM]	1%	20%	0%	.
Luc counter	-2%	2%	.	-3%	-18%	?	-1%	.
JMJD2E inh	11%	2%	-8%	0%	?	-10%	-5%	15%
SMN2 splice enh	.	.	.	8%	18%	-88%[inhibitor]	17%	.
NPSR antag	47%	7%	?	1%[46.1 µM]	14%	-11%	0%	-9%

Assay outcomes as filed in PubChem BioAssay.
